Compound activity: PubChem, National Center for Advancing Translational Sciences (NCATS)
A-T KAP1 phos: qHTS Assay for Identifying a Potential Treatment of Ataxia-Telangiectasia. Potency, µM (titrated, usually from 57.5 µM), without a hit: at the highest dose activation, actives largely listed as activators. […] A-T fibroblasts, KAP-1 phosphorylation AlphaLISA; neocarzinostatin DNA damage 30 min before lysis. actives 0.19% (n = 320,000); note: potency is the fitted concentration of half-maximal effect; % of control where 0% means no effect; nearly all actives have a fitted effect of over 45% in size
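ATM-like activity read as KAP-1 phosphorylation via AlphaLISA donor/acceptor antibody pairs after lysis and 6 hr at 25C. Cells were ATM-null patient fibroblasts ([…], hTERT), dosed 60 min, then exposed to the DSB inducer NCS for 30 min.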
Eya2 inh: qHTS Assay for Inhibitors of the Phosphatase Activity of Eya2. recombinant Eya2, OMFP fluorescence dephosphorylation (OMFP is methylfluorescein phosphate). Potency, µM (titrated, usually from 76.9 µM), for the others: top-dose activity, negative = inhibition, hits mostly inhibitors. actives 0.006% (n = 330,000). AID 488837, 2010; note: potency is the fitted concentration of half-maximal effect; % is set by controls: 0 for no effect and ±100 for the full control effect
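Eya2 (0.2 uM) preincubated 10 min at ambient with compound, then OMFP substrate added at 50 uM; 10 min reaction in 50 mM HEPES pH 7.5, 50 mM NaCl, 5 uM MgCl2, 0.05% BSA, 1 mM DTT. Fluorescence read at Ex 485/Em 525 nm.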
KCNH2 WT inh: qHTS for Inhibitors of KCHN2 3.1: Wildtype qHTS; actives 0.37% (n = 340,000); AID 720551, 2013; Voltage-gated inwardly rectifying potassium channel KCNH2 (Homo sapiens), Q12809; activity change, % at 1.84 µM; U2OS, BacMam KCNH2, thallium flux FluxOr; active compounds read low;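 active = maximum activity change below -70%; inconclusive = maximum activity change between -70% and -50%; inactive = maximum activity change above -50%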; note: % is set by controls: 0 for no effect and ±100 for the full control effect
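U2OS cells transduced with wild-type KCNH2 virus are loaded with FluxOr dye for 45 min, and thallium flux is measured in kinetic reads before and after stimulation buffer. Rate constants are normalized to DMSO controls.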
TCR activator: Activators of T cell receptors: qHTS campaign | primary human leukocytes, anti-CD3, IL-2 HTRF, 48 h | Potency, µM (highest dose often 9.22 µM), without a hit: at the top dose activation of IL-2 secretion, actives largely listed as activators | 330,000 tested, under 10 active | AID 504894, 2011; note: % of control where 0% means no effect
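Primary human leukocytes receive a-CD3 beads and test compound and are incubated 48 hr. Secreted IL-2 is then assayed by HTRF, measuring 665nm acceptor emission after 320nm excitation of the europium donor.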
USP2a block: qHTS Assay for Inhibitors of Ubiquitin-specific Protease USP2a Using CHOP2 as the Reporter; Ubiquitin carboxyl-terminal hydrolase 2 (Homo sapiens), O75604; USP2 core, Ub-CHOP2 coupled fluorogenic reporter, 485/531; Potency, µM (highest dose often 38.3 µM), without a hit: top-dose activity change, negative = inhibition, hits mostly inhibitors; actives 0.01% (n = 330,000);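 note: potency is the fitted concentration of half-maximal effect; plate controls were DMSO wells for no effect and full inhibition by NEM control for full effect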
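Deubiquitinase activity read as fluorescence (485/531 nm) after Ub-CHOP2 cleavage activates the enterokinase reporter on its substrate; USP2 core 10nM, Ub-CHOP2 and substrate 25nM each, 30min compound preincubation then 60min RT; data normalized to NEM, curves fitted.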
Mito fusion yeast: qHTS Assay for Small Molecule Inhibitors of Mitochondrial Division or Activators of Mitochondrial Fusion. S. cerevisiae fusion-defective mutant growth rescue, CellTiterGlo 48 h. Potency, µM (series often up to 46.1 µM), for the others: top-dose growth rescue (activation), hits mostly activators. actives 0.23% (n = 320,000);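 note: potency is the fitted concentration of half-maximal effect; % of control where 0% means no effect; nearly all actives have a fitted effect of over 45% in size; temperature-sensitive fusion mutants such as fzo1-1 at 37 °C on non-fermentable ethanol glycerol medium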
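Read-out: ATP-based luminescence (CellTiterGlo, 10 min ambient) reporting growth of fusion-defective ts yeast after 48 hours at 37C on glycerol/ethanol YPEG medium in the presence of compound.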
KCNH2 3.1 block: qHTS for Inhibitors of KCHN2 3.1: Mutant qHTS; Potassium voltage-gated channel subfamily H member 2, brain isoform KCNH2 3.1 (human); U2OS KCNH2 3.1, thallium flux FluxOr; active compounds read low; activity change, % (tested at about 1.8 µM); actives 0.95% (n = 340,000); AID 720553, 2013;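 active = maximum activity change below -70%; inconclusive = maximum activity change from -70% to -50%; inactive = maximum activity change above -50%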;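 note: thallium influx rate constant from kinetic fluorescence after stimulation buffer; % is set by controls: 0 for no effect and ±100 for the full control effect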
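Channel expression came from 3.1 mutant virus (1.77 x 10^8 /mL) applied to suspended U2OS cells for 4 h. Flux was tracked with FluxOr dye plus Red40 quencher, and kinetic rate constants normalized to controls.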
ELG1 repair inh: qHTS screen for small molecules that inhibit ELG1-dependent DNA repair in human embryonic kidney (HEK293T) cells expressing luciferase-tagged ELG1; HEK293T ELG1-luciferase reporter, luminescence, 16 h; DNA damage induced by 5-fluorouridine; Potency, µM (top dose mostly 46.1 µM), for inactives: at the top dose activity change, negative = inhibition, usual class: inhibitors; actives 2.3% (n = 330,000); note: potency is the fitted concentration of half-maximal effect; % is set by controls: 0 for no effect and ±100 for the full control effect; nearly all actives have a fitted effect of over 55% in size
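DMSO vehicle served as the neutral condition. Each well held 2,000 cells given 5-fluorouridine plus compound; after 16 hr at 37 °C/5% CO2, ONE-Glo was added and luciferase measured 30 min later.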
TSHR antagonist: Antagonists of the Thyroid Stimulating Hormone Receptor: HTS campaign; Thyrotropin receptor (Homo sapiens), P16473; TSHR-expressing cells, TSH-stimulated cAMP HTRF, 2 h; active compounds read low; activity change, negative = inhibition, % at 11.5 µM; actives 0.2% (n = 330,000);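 active = activity change below a set negative limit, meaning inhibition stronger than a set level, cut at about -70% in these data; inconclusive = activity change between two set negative limits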; note: % is set by controls: 0 for no effect and ±100 for the full control effect
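TSHR-expressing cells, 200/well, pre-treated with compound, then stimulated with EC80 TSH (4nM final) for 2 hours at 37 deg C. cAMP measured by competitive HTRF: anti-cAMP cryptate antibody in lysis buffer plus cAMP-d2, read after 30 minutes at room temperature.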
TRPV1 ag: HTS Assay for Compounds that Act as Agonists of the Vanilloid Receptor 1; TRPV1-expressing cells, Fluo-8 calcium influx, agonist mode; AID 540275, 2011; activation, % at 8.33 µM; actives 0.19% (n = 320,000); in the data active = activation above about 80%; inconclusive = between about 30% and that limit; note: 0% is about no effect
Target sequence (Q8NER1 whole entry, looked up): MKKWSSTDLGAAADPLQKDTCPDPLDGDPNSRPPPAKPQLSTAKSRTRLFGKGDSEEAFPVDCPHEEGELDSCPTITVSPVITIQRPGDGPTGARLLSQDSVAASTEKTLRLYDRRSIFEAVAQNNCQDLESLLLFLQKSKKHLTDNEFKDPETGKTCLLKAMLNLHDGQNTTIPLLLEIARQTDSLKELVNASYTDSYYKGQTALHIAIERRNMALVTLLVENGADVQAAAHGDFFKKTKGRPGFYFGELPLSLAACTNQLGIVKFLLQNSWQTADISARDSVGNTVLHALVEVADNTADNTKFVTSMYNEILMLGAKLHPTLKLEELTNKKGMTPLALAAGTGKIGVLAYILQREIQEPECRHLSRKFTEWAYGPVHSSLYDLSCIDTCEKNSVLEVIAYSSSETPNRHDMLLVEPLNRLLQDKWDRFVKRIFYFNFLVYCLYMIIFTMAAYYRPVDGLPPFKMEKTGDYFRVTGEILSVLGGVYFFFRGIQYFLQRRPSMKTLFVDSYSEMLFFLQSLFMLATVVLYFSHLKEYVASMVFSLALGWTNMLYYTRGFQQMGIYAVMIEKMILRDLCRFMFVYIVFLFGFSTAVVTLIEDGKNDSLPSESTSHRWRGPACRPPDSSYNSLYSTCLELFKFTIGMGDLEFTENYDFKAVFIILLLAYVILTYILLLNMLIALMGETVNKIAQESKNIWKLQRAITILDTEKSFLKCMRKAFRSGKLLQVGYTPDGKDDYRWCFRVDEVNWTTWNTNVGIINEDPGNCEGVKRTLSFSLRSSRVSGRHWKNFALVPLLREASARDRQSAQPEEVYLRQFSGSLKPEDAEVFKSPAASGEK
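TRPV1-expressing cells were cultured overnight at 35.5C and loaded with Fluo-8 calcium dye for 40 to 90 min at room temperature. After a 10 s baseline, compound was added and calcium influx was read kinetically for 3 min (ex 480/em 520 nm).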
Active calls of the source: *; ? = inconclusive; · = not tested or not shown; [ ] = dose if it differs, or a comment. Unless noted, calls come from the whole dose curve; as a rule, active = well fitted curve in the direction sought with a large enough effect; inconclusive = small, poorly fitted or top-dose-only effect, or another doubt; inactive = no such curve, though single readings can be large; an effect the other way counts as inactive or inconclusive. The list is partial, so the mix of outcomes need not match the whole.

Every second line gives: ELG1 repair inh	TSHR antagonist	TCR activator	Mito fusion yeast	KCNH2 WT inh	Eya2 inh	TRPV1 ag	A-T KAP1 phos	KCNH2 3.1 block	USP2a block
CS(=O)(=O)N(CC(=O)Nc1ccccc1-c1ccccc1)c1ccc(F)cc1
    -8%	1	-2%	-27%	21	1%	10	0%[11.5 µM]	1	1%
COc1ccc(/C=C/C(=O)O)cc1S(=O)(=O)N1CCC(C)CC1
    8%	-10	0%	-2%	11	-2%	0	3%	12	-2%
Cc1cc(C)n2cc(CSc3nnnn3-c3ccc(Cl)cc3)nc2n1
    11%	6	1%	9%	-2	24%	3	2%	-13	1%
Cc1cnc(CN(C)C(=O)C2CCC(=O)N(CCc3cccc(F)c3)C2)[nH]1 (configuration not stated)
    13%	5	-6%	-3%	3	7%	1	10%	1	6%
Cc1cc(C)c(S(=O)(=O)Nc2cc(C)on2)c(C)c1
    3%	-6	1%	1%	3	8%	-1	-2%	19	3%
O=C(O)c1[nH]c2ccccc2c1C=NCc1ccccc1Cl
    2%	-4	12%	-1%	22	?	2	2%	2	-1%
O=C(Nc1nc(-c2ccc3ccccc3c2)cs1)c1ccc(N2C(=O)CCC2=O)cc1
    -7%	2	0%	1%	1	9%	-1	-14%	-18	2%
COc1ccc(NC(C)=O)cc1NC(=O)CN1CCN(C2c3ccccc3-c3ccccc32)CC1
    0.92µM*	0	6%	-3%	1	-6%	29	2%	·	3%
O=S(=O)(Nc1ccncc1Cl)c1ccc2ccccc2c1
    1%	-3	-7%	-1%	-8	12%	3	0%	-6	0%
O=C(O)c1cccc(NC(=O)c2ccc(COc3ccc(Cl)cc3)cc2)c1
    ?	23	1%	3%	-3	4%	-2	0%	6	3%
CCCCOc1nc2ccccc2nc1C(C#N)S(=O)(=O)c1ccccc1 (configuration not stated)
    2%	1	-17%	5%	1	-17%	2	-2%	5	-2%
CN(C)c1ccc(/C=N/NC(=O)c2ccccc2Cl)cc1
    ?	0	2%[46.1 µM]	1%	-4	2%	?	-5%	·	4%
O=C(Nc1cc(-c2nc3ccccc3s2)ccc1Cl)c1ccc2c(c1)OCO2
    ?	1	·	-2%	-5	6%	19	0%	-11	-1%
CC(C)Cc1cc(C(=O)N2CCCC(CCC(=O)N(C)CCc3ccccn3)C2)no1 (configuration not stated)
    ?	6	0%	5%	-9	9%	-7	7%	1	-3%
NC(=O)c1nsc(C(=O)N(c2ccccc2)C(C(=O)NC2CCCCC2)c2ccc(O)cc2)c1N (configuration not stated)
    -8%	-21	-3%	1%	-15	-16%	-2	6%	-8	-4%
Cc1cc2c([nH]c3ccccc32)c(C)n1
    4%	19	3%	-2%	-1	1%	1	1%	-9	1%
O=C(CSc1nnc(NC(=O)c2cc(Br)ccc2Cl)s1)NCC1CCCO1 (configuration not stated)
    -8%	-15	-5%	0%	12	2%	-2	-1%	-6	5%
COc1cc2c(cc1OC)C1O[C@](CCCCN3C(=O)c4ccccc4C3=O)(C2)OC2=C1C(=O)CCC2
    ·	·	·	-3%[9.22 µM]	·	10%[15.4 µM]	?	-1%[11.5 µM]	·	0%[7.66 µM]
COc1ccc(-c2noc(COc3ccc4c(c3)OCO4)n2)cc1
    6%	-5	-6%	-3%	3	4%	8	5%	3	-1%
COC(=O)c1cnn(-c2ccc(C(=O)Nc3ccc(C(C)=O)cc3)cc2)c1N
    ·	3	·	4%	·	2%	3	5%	·	2%

Compounds shown so far that contain fluorine, in the order listed:
Every second line gives: ELG1 repair inh	TSHR antagonist	TCR activator	Mito fusion yeast	KCNH2 WT inh	Eya2 inh	TRPV1 ag	A-T KAP1 phos	KCNH2 3.1 block	USP2a block
CS(=O)(=O)N(CC(=O)Nc1ccccc1-c1ccccc1)c1ccc(F)cc1
    -8%	1	-2%	-27%	21	1%	10	0%[11.5 µM]	1	1%
Cc1cnc(CN(C)C(=O)C2CCC(=O)N(CCc3cccc(F)c3)C2)[nH]1 (configuration not stated)
    13%	5	-6%	-3%	3	7%	1	10%	1	6%

The main list resumes, repeating the two entries before the break.
Every second line gives: ELG1 repair inh	TSHR antagonist	TCR activator	Mito fusion yeast	KCNH2 WT inh	Eya2 inh	TRPV1 ag	A-T KAP1 phos	KCNH2 3.1 block	USP2a block
COc1ccc(-c2noc(COc3ccc4c(c3)OCO4)n2)cc1
    6%	-5	-6%	-3%	3	4%	8	5%	3	-1%
COC(=O)c1cnn(-c2ccc(C(=O)Nc3ccc(C(C)=O)cc3)cc2)c1N
    ·	3	·	4%	·	2%	3	5%	·	2%
COc1ccccc1N=Nc1c(O)[nH]c2ccc(Br)cc12
    15%	-3	-21%	4%	12	2%	4	3%	-4	1%
CSc1ccc(C(=O)C2CCCN(C(=O)c3ccc4c(c3)OCO4)C2)cc1 (configuration not stated)
    -1%	-2	-6%	?	4	2%	18	2%	-12	2%
CCCc1c(C)nc2ccccc2c1SCCC#N
    23µM*	11	-29%[46.1 µM]	?	-12	3%	0	4%	-1	0%
O=C(CCC(=O)c1cccs1)NNC(=O)c1cc(Cl)ccc1Cl
    ?	1	-2%	·	-1	-11%	·	5%	8	-2%
CCn1cc(C(=O)NCC(=O)OC)c2cc(OC)c(OC)cc2c1=O
    -3%	19	-6%	2%	-10	3%	0	0%	7	-1%
O=C(CCCn1c(=O)[nH]c2ccsc2c1=O)N1CCN(c2ccccn2)CC1
    16%	-5	7%	0%	14	-6%	2	-15%	7	3%
COc1ccc(NC(=O)Nc2cc(C(=O)O)ccc2N2CC3CC(C2)c2cccc(=O)n2C3)c(OC)c1 (configuration not stated)
    11%	14	3%	5%	-9	1%	-1	9%	27	1%
COc1ccccc1C(=O)N/N=C(\C)CC(=O)Nc1ccccn1
    -3%	-7	-5%	-2%	-13	-9%	-1	-2%	-13	1%
Clc1ccc(OCc2cnc(Cl)s2)cc1
    10%	-3	7%	-1%	13	-7%	2	3%	-11	1%
COc1ccc(OC)c(-c2csc(N(Cc3ccco3)C(=O)c3ccco3)n2)c1
    18µM*	-35	-4%	18%	-2	-4%	5	2%	6	0%
COc1ccc(Br)cc1CN(C)CC(=O)Nc1cc(Cl)ccc1Cl
    -23%	-2	1%[46.1 µM]	5%	2	-20%	3	4%	2	1%
O=C(c1ccc(COc2ccccc2Br)o1)N1CCCCCC1
    9%	·	·	?	-11	-2%	?	3%	-12	1%
COc1cc(NC(=O)Cc2ccc([N+](=O)[O-])cc2)c(C(=O)O)cc1OC
    19%	3	0%[46.1 µM]	-4%	0	0%	-2	7%	9	0%
COC(=O)\C(C(C)=O)=C(/C=C/C=C/N(C)C)N(C)C
    4%	1	-4%	0%	5	25%	0	-5%	14	3%
CC(=O)Nc1ccc(NC(=O)C(F)(F)F)cc1
    9%	23	-9%[46.1 µM]	2%	-1	3%	3	-2%	-2	-3%
O=C(c1ccc(OCc2cn3ccccc3n2)cc1)N1CCN(S(=O)(=O)c2ccccc2F)CC1
    ?	-8	-83%	11%	4	-14%	-3	-5%	-11	2%
Cc1ccc(C(=O)O/N=C(\N)c2ccccn2)cc1Cl
    ?	7	·	4%	-7	7%	?	3%	-23	0%
CCOC(=O)C1(CCCc2ccccc2)CCN(C(=O)C2=C(C)OCCO2)CC1
    3%	1	-1%	-2%	29	-4%	20	9%	·	5%
CC(=O)N1CCc2cc(S(=O)(=O)NC(Cc3ccccc3)C(=O)O)ccc21 (configuration not stated)
    27%	18	-1%	-8%	-5	0%	-3	1%	10	2%
COc1ccc(Cl)cc1C(=O)Nc1ccccc1N1CCN(C(=O)C(C)C)CC1
    ?	-10	-2%	21%	-90*	-6%	4	13%	-10	1%
Cc1ccc(NC(=O)CN(C)CC(=O)Nc2ccccc2C#N)cc1
    -20%	1	-1%	?	1	9%	5	0%	27	2%

A run of entries from further up:
Every second line gives: ELG1 repair inh	TSHR antagonist	TCR activator	Mito fusion yeast	KCNH2 WT inh	Eya2 inh	TRPV1 ag	A-T KAP1 phos	KCNH2 3.1 block	USP2a block
COc1ccc(Cl)cc1C(=O)Nc1ccccc1N1CCN(C(=O)C(C)C)CC1
    ?	-10	-2%	21%	-90*	-6%	4	13%	-10	1%
Cc1ccc(NC(=O)CN(C)CC(=O)Nc2ccccc2C#N)cc1
    -20%	1	-1%	?	1	9%	5	0%	27	2%
